RGS4 inh – blocks human RGS4-accelerated GTP hydrolysis; 390,000 tested, 0.039% active; AID 504845; Potency, µM (doses to about 114 µM), for inactives: at the highest dose activity change, negative = inhibition, hits mostly inhibitors; Transcreener GDP fluorescence polarization, RGS4-accelerated GTP hydrolysis; P49798; also: potency is read from the fitted curve at half-maximal effect; % is scaled to controls: 0 for no effect and ±100 for the full control effect; nearly all actives have a fitted effect of over 75% in size; some results filed as inactive show a strong effect at the top dose
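MLSMR compounds (23 nl, pin-transferred) preincubated 10 min at room temperature with a 500nM (2x) first reagent, then RGS4 at 900nM (2x) plus Transcreener GDP mix added; fluorescence polarization (620/688 nm) read before and after 90 min at 30 °C.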
POLB inh – DNA polymerase beta (human) inhibition. P06746. Pol beta primer extension/strand displacement, fluorescence kinetic. Potency, µM (top dose mostly 114 µM), inactives show at the highest dose activity change, negative = inhibition, most hits filed as inhibitors. AID 485314. 340,000 tested, 1.3% active; also: potency is read from the fitted curve at half-maximal effect; % is scaled to controls: 0 for no effect and ±100 for the full control effect
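Homogeneous kinetic assay of primer extension and strand displacement by 10 nM Pol beta, preincubated 15 min at room temperature with compound before 50 nM substrate (final) was added. Read at 0 and 10 min; four-parameter Hill fit.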
Anesthetic bind – binds horse apoferritin like a general anesthetic. apoferritin/1-aminoanthracene competitive binding, fluorescence. Potency, µM (highest dose often 77.5 µM), for inactives: at the highest dose activity change, negative = displacement, actives largely listed as inhibitors. 350,000 tested, 0.074% active. AID 485281; also: potency is read from the fitted curve at half-maximal effect; % is scaled to controls: 0 for no effect and ±100 for the full control effect; nearly all actives have a fitted effect of over 20% in size
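10 uM apoferritin + 50% sat. 1-AMA, PBS; cpd 10 min RT; Ex380/Em535 endpoint; normalized to free probe vs complex; 4-param Hill fit; propofol titration as pos. ctrl.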
ALOX12 inh – inhibitors of human 12S-lipoxygenase ALOX12; Potency, µM (top dose mostly 108 µM), inactives show top-dose activity change, negative = inhibition, most hits filed as inhibitors; P18054; purified 12hLO, xylenol orange hydroperoxide absorbance; AID 1671190; 580,000 tested, 1.1% active; also: potency is read from the fitted curve at half-maximal effect; % is scaled to controls: 0 for no effect and ±100 for the full control effect
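Purified human 12hLO at 150 nM in 25 mM Hepes, 0.01% Triton X-100, pH 7.0, preincubated 15 min at room temperature with compound. Reaction started with 40 uM arachidonic acid, 30 min at room temperature. Hydroperoxide measured by Fe-xylenol orange, 573/405 nm absorbance ratio.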
Pol eta inh – blocks human DNA polymerase eta activity. recombinant Pol eta, fluorescent DNA replication assay. 390,000 tested, 1.2% active. Q9Y253. AID 588591. Potency, µM (doses to about 114 µM), for inactives: at the highest dose activity change, negative = inhibition, most hits filed as inhibitors; also: potency is read from the fitted curve at half-maximal effect; % is scaled to controls: 0 for no effect and ±100 for the full control effect
Target sequence (Q9Y253 whole entry, looked up): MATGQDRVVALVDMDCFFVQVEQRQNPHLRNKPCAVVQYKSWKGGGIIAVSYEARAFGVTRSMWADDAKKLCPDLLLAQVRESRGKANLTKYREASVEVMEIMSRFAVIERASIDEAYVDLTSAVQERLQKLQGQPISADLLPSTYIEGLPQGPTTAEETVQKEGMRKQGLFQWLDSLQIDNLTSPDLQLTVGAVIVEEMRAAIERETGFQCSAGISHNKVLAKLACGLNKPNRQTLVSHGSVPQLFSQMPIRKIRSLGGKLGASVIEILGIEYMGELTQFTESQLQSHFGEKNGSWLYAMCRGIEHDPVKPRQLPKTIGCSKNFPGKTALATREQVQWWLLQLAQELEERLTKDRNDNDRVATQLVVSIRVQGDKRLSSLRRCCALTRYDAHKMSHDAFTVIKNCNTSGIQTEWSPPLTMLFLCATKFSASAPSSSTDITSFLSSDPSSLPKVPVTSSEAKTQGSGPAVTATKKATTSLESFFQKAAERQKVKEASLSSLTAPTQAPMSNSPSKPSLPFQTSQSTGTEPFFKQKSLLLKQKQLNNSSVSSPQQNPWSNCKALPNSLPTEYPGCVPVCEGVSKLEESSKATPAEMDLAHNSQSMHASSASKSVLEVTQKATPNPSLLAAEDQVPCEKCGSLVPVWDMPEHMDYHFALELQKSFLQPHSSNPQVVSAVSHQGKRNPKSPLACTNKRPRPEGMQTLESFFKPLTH
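Pol eta (10 nM) was preincubated with compounds for 15 min at room temperature, after which fluorescent replication substrate (50 nM final) was added to start the reaction. Fluorescence was read kinetically at 0 and 10 min.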
ERG-DNA inh – ERG Ets/DNA interaction inhibition; P11308; fluorescence polarization, His-ERG Ets domain / labelled DNA; 370,000 tested, 0.028% active; Potency, µM (doses to about 76.9 µM), for inactives: at the top dose FP activity, negative = inhibition, actives largely listed as inhibitors; active = well fitted inhibition curve with a large enough effect in the polarisation, with a control signal flat; inconclusive = small, poorly fitted or top-dose-only effect, or effect the other way, or a change in a side signal; inactive = no such curve, though single readings can be large or run the other way; the % refers to the polarisation;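 also: polarization taken with two DNA probes labelled with fluorescein and Texas red; potency is read from the fitted curve at half-maximal effect; % of control where 0% means no effect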
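His-tagged ERG Ets domain (1 uM in the protein solution; 300mM KCl, 50mM Tris-HCl, 1mM EDTA, 1mM DTT, pH 7.5) received compound, then a probe mix of 5 nM fluorescein-DNA and 100nM Texas-615-DNA. Fluorescence polarization was read for both dyes.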
APE1 inh – APE1 (human) endonuclease inhibition | P27695 | recombinant APE1, TAMRA/BHQ-2 abasic DNA cleavage fluorescence | Potency, µM (titrated, usually from 65.8 µM), for inactives: at the top dose activity change, negative = inhibition, usual class: inhibitors | 350,000 tested, 0.35% active | AID 2517;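 also: potency is read from the fitted curve at half-maximal effect; plate controls were vehicle for no effect and reference inhibitor for full effect; nearly all actives have a fitted effect of over 55% in size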
Target sequence (P27695 whole entry, looked up): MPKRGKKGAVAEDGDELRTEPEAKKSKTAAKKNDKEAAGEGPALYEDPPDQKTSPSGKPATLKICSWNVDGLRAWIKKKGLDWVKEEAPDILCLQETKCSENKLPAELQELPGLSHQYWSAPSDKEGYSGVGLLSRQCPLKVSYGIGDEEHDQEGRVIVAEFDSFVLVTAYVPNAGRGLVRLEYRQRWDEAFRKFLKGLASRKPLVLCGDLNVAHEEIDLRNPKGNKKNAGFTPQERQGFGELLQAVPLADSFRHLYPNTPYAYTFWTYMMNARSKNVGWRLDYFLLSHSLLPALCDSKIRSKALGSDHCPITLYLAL
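Activity was derived from the fluorescence gain between first and third kinetic reads (60 s intervals, ex 525/em 598 nm) after 50 nM THF-abasic TAMRA/BHQ-2 duplex was added to 0.75 nM APE1 preincubated 15 min with compound.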
LDHA block – inhibitors of human lactate dehydrogenase A; purified LDHA, NADH/diaphorase-resazurin fluorescence; stronger effect = lower value; activity change, % (values are at about 110 or 230 µM); 480,000 tested, 0.15% active; AID 1347041; in the data active = activity change below about -30%; inconclusive = mostly about -25% to -30%;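 also: plate controls were DMSO wells for no effect and wells without enzyme for full effect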
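LDH5 2 nM; NADH 0.06 mM, pyruvate 0.2 mM; 200 mM Tris pH 7.4, EDTA, Tween-20; 5 min RT. Detection: diaphorase 0.133 mg/mL + resazurin 37 µM, fluorescence ex540/em590 at 0 and 20 min; normalized to enzyme-free and DMSO wells.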
Pol kappa inh – blocks human DNA polymerase kappa activity. purified Pol kappa, fluorescent DNA synthesis assay, 10 min. Potency, µM (doses to about 107 µM), without a hit: at the top dose activity, negative = inhibition, most hits filed as inhibitors. 400,000 tested, 0.53% active. AID 588579; also: potency is read from the fitted curve at half-maximal effect; % is scaled to controls: 0 for no effect and ±100 for the full control effect
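10 nM Pol kappa was preincubated with compounds for 15 min at room temperature. Reaction started with 50 nM (final) substrate. Fluorescence read kinetically at 0 and 10 min.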
The depositor's hits bear a star; i = inactive; ? = inconclusive; · = no result given; & = joins results of further samples; [ ] = remark or other dose. Unless noted, calls follow the shape of the dose curve; as a rule, active = well fitted curve in the direction sought with a large enough effect; inconclusive = small, poorly fitted or top-dose-only effect, or another doubt; inactive = no such curve, though single readings can be large; an effect the other way counts as inactive or inconclusive. The list is partial; the hit share may differ from the screen's.

SMILES | RGS4 inh | POLB inh | Anesthetic bind | ALOX12 inh | Pol eta inh | ERG-DNA inh | APE1 inh | LDHA block | Pol kappa inh
COc1ccc(S(=O)(=O)Nc2cccc(-c3ccc(N4CCCCCC4)nn3)c2)cc1OC | 1%&-6% | -13%&-2% | -7%&-4% | -3%&-18% | -8%&-22% | -2%&3% | 4% | -19&-9 | -9%
CCOC(=O)N1CCC(NC(=O)c2ccc3c(c2)N(Cc2ccccc2)CCS3)CC1 | -9% | 15% | -2% | 326%[activator] | -14% | -5% | -5% | -4 | -10%
O=C(CCS(=O)(=O)Cc1ccccc1)N1CCc2ccccc2C1 | -8% | 1% | -10% | 4% | 6% | 16% | -3% | -2 | -3%
CCN(CC(=O)Nc1ccccc1C(F)(F)F)C(=O)c1cccc(S(=O)(=O)N2CCN(C)CC2)c1 | 12% | · | · | 5% | 0% | -9% | 8% | -7 | -3%
C=CCN1CCS(=O)(=O)N(Cc2ccccc2)[C@@H](C(C)C)C1=O | 13% | · | · | 12% | -6% | -2% | 19% | -5 | -13%
CC(=O)Nc1cc(S(=O)(=O)C(F)(F)F)ccc1Cl | -48% | -6% | -9% | 29% | -16% | 3% | 13% | -3 | 5%
CC(=O)c1ccc(Nc2ncnc3c2oc2ccccc23)cc1 | 13% | 33% | -11% | ? | -5% | 4% | 3% | -3 | -8%
CC(C(=O)N=Nc1c(O)n(C)c2ccc(Br)cc12)n1cnc2ccccc2c1=O (centres undefined) | · | 1% | -11% | -3% | · | · | -5% | · | ·
CN1CCN(Cc2c(O)ccc3c(-c4ccccc4)cc(=O)oc23)CC1 | -13% | 3% | 231%[activator] | 4% | 7% | -1% | 3% | 2 | -2%
CCOc1ccc2[nH]c(=O)c(C(c3nnnn3C3CCCCC3)N3CCN(C)CC3)cc2c1 (centres undefined) | -4% | 21% | -3% | 0% | -1% | 7% | -1% | -3 | 2%
Cc1ccc(S(=O)(=O)N2C[C@@H]3[C@H]4CC[C@H](C4)[C@@H]3[C@@H](C)[C@@H]2c2cn(Cc3ccccc3)c3ccc(F)cc23)cc1 | -3% | · | · | 3% | -4% | 15% | 10% | -6 | -4%
CN(C(=S)NC(=O)C1(C)CC1(Cl)Cl)c1ccccc1 (centres undefined) | -49% | 1% | -17% | 0% | -7% | -3% | 2% | -1 | -16%
COC(=O)c1c(C(=O)NCc2ccccc2)ncn1CC(O)COc1ccccc1 (centres undefined) | -13% | -9% | ? | -5% | -12% | -5% | 12% | -9 | -8%
COc1ccc(/C=C2\N=C(c3c(-c4ccccc4)noc3C)OC2=O)cc1OC | 11% | 3% | -6% | 3% | 0% | · | -1% | -3 | -2%
Cc1ccc(N/C=C(/C#N)c2ccsc2)cc1 | -36% | 21% | -12% | -18% | -11% | 1% | 3% | 1 | 0%
COCc1c(C(=O)N/N=C\c2cccnc2)nnn1-c1nonc1N | -6% | 0% | 5% | 33%[activator] | -14% | 16% | 41% | -2 | 1%
COc1cccc(CNC(=O)c2cccc(NC(=O)CC3SC(N4CCCCC4)=NC3=O)c2)c1 (centres undefined) | -31% | · | · | 30% | -15% | -9% | -8% | 0 | 12%
CCN(C(=O)c1ccc2c(c1)OCO2)C1CCS(=O)(=O)C1 (centres undefined) | -18% | · | · | 9% | -10% | -4% | -7% | 1 | -4%
CC(C)(C)C(=O)NC(=S)N1CCc2ccccc21 | -23% | 3% | -23% | ? | -2% | 1% | -3% | 9 | -3%
CN(Cc1ccccc1)c1ncnc2sccc12 | -7% | 12% | 8% | 15% | -18% | 4% | 20% | -8 | -1%
Cc1ccc(S(=O)(=O)N2CCC(C(=O)Nc3ccncc3)CC2)cc1 | 1% | · | · | 2% | -3% | 7% | -5% | -3 | -9%
COc1ccccc1NS(=O)(=O)c1cccc(NC(=O)NCCCl)c1 | -17%[11.4 µM] | 19% | -6% | ? | 28% | 2% | 0% | 1 | 9%
O=C(NCC(=O)N1CCN(c2ccccc2O)CC1)c1cccs1 | 16% | · | · | -12% | 1% | -11% | 25% | 11 | 2%
C=CCn1c(SCC(=O)Nc2ccccc2OC)nnc1-c1ccco1 | · | 3% | -4% | -2% | · | · | -2% | · | ·
N[C@@H](CS(=O)O)C(=O)O | ? | 4%[57.1 µM] | 5%&5% | ? | -1%[57.1 µM] | · | 1%&7%&19%&-7% | · | 6%[60.1 µM]
O=C1c2ccccc2C(=O)C1(CO)c1ccc(OC(F)F)cc1 | 23% | 33% | -16% | -7% | 1% | 11% | 48%[activator] | -12 | -18%
Cn1cc(Br)c(C(=O)N2CCc3ccccc32)n1 | 2% | 81% | 2% | 6% | -4% | · | 3% | -4 | -8%
CCn1cc(C(=O)NCCC(C)C)c(=O)c2cc(S(=O)(=O)N3CCCCC3)ccc21 | 16% | 5% | -5% | · | -13% | -5% | 14% | -1 | 7%
O=C1CNC(=S)N1CCOc1ccccc1 | -14% | -11% | -7% | 0% | -19% | 5% | -2% | -4 | 0%
CCc1nc(SCC(=O)Nc2nnc(CC)s2)c2c(=O)n(C)c(=O)n(C)c2n1 | -5% | 33% | -3% | -14% | -12% | -18% | 4% | 1 | 13%
C/C=C1\NC(=O)[C@H](CC(N)=O)N(C)C(=O)C([C@@H](C)O)NC(=O)C(CCCc2ccc(OC)cc2)NC(=O)[C@H](C(C)C)NC(=O)/C(=C\C)NC(=O)[C@H](O)[C@@H](C[C@@H](O)CCCCCCC)NC(=O)[C@H](C)NC(=O)CN(C)C(=O)[C@H](CCC(N)=O)NC1=O (some centres undefined) | -1% | · | · | 8% | -5% | 10% | · | 1 | -2%
Cc1noc(C)c1S(=O)(=O)NCc1ccc2c(c1)OCO2 | -4% | 10% | -8% | 17% | -13% | -1% | -1% | 0 | 1%
COc1cc(C(=O)NCc2nnc(SCC(=O)Nc3c(C)cc(C)cc3C)o2)cc(OC)c1OC | -12% | -2% | -7% | -24% | -22% | 8% | 4% | -4 | -11%
CCCCC[C@H](O)/C=C/[C@@H]1[C@@H](CC(=O)CCCCC(=O)O)[C@@H](O)C[C@H]1O | i | · | -2% | 3%[12.5 µM] | · | · | -3%&-1% | · | 6%[19.4 µM]
CC1=C(C(=O)Nc2cccc(C(F)(F)F)c2)C(c2ccccn2)n2ncnc2N1 (centres undefined) | 9% | 5% | 0% | 0% | -22% | -1% | · | 1 | -12%[60.1 µM]
CC1C(c2ccccc2)N(C)CCC12NC(=O)NC2=O (centres undefined) | -8% | 9% | -5% | 0% | -4% | -1% | 2% | -2 | -16%
CCN1CCN(Cc2c(OC)ccc3ccccc23)CC1 | 7% | 6% | 5% | -27% | -15% | 6% | 2% | 0 | 0%
O=C(NCC(c1ccc(F)cc1)N1CCOCC1)c1cc(F)c(F)c(F)c1F (centres undefined) | -20% | 9% | -7% | -13% | -13% | -5% | 1% | -5 | -6%
CCCCn1c(N)c(N(Cc2ccccc2OC)C(=O)c2ccc(N3CCCC3=O)cc2)c(=O)[nH]c1=O | 5% | · | · | 30% | -20% | -5% | 31% | -1 | -9%
NC(=O)COc1ccc(Nc2nnc(-c3ccc(O)cc3)c3ccccc23)cc1 | 7% | ? | -5% | -19% | -11% | -9% | 0% | -4 | -9%
CC(=O)/C(N)=N/Nc1cccc(Cl)c1 | -20% | 0% | -2% | ? | -19% | -10% | -2% | -5 | -12%
CC1(CCc2ccccc2)NC(=O)N(CC(=O)Nc2ccc3c(c2)OCCO3)C1=O (centres undefined) | -4% | 47% | ? | -3% | 2% | 113%[activator] | -1% | -3 | 4%
O=c1c2c(nc3cc(-c4ccccc4Cl)[nH]n13)CCS2 | 10% | 35µM* | 5% | 40µM* | 0% | 2% | -2% | -9 | -16%
C/C(=N\NC(=O)c1ccc(Cl)cc1)c1ccc2[nH]ccc2c1 | 4% | 43% | 0% | 0% | 1% | 9% | 12% | -13 | -3%
CCCCn1c(C23CC4CC(CC(C4)C2)C3)n[nH]c1=S | -44% | -26% | ? | ? | -4% | -9% | 3% | -9 | -19%
COCCn1nnnc1C(C(C)C)N1CCCC(C)C1 (centres undefined) | -14% | -8% | -2% | ? | -11% | -1% | 2% | -2 | -8%
Brc1ccccc1-c1nnc(COc2ncnc3ccccc23)o1 | -2% | -27% | -12% | 21% | -11% | -6% | -4% | -6 | -18%
COc1cccc(-c2ccc3c(N)c(C(=O)Nc4cc(F)ccc4F)sc3n2)c1 | -21% | -5% | -6% | -1% | -16% | 0% | · | -14 | -6%[60.1 µM]
COc1ccc(-n2nc(C(=O)NCC(=O)NCCCN3CCN(C)CC3)c3ccccc3c2=O)cc1 | 8% | 35% | -7% | -4% | -17% | -13% | 7% | 0 | 4%
CCCOc1ccc(-c2c(C(=O)N/N=C/c3ccccc3)nnn2-c2nonc2N)cc1 | -50% | 5% | -7% | -11% | -17% | 18% | -2% | 1 | -5%
CN(Cc1ccc(OC(F)F)cc1)C(=O)c1cccc(S(=O)(=O)N2CCN(c3ccccc3)CC2)c1 | 9% | · | · | 61% | -27% | -7% | · | -4 | -12%
